Screens (PubChem)
m5-HT2A agonist: mouse HTR2A agonism via beta-arrestin recruitment | activation, % at 7.6 µM | 360,000 tested, 0.66% active | CHO-K1 mHTR2A beta-arrestin complementation, luminescence; percent of 30 µM serotonin response;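 active = activation above a run cutoff, the mean activation of all tested compounds plus 3 SD, cut at about 14% in these data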;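 note: 0% = plate median of compound wells and 100% = 30 µM serotonin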
TLR9-MyD88 inh: inhibitors of human TLR9-MyD88 binding | Q9NR96+Q99836 | CHO BLA complementation TLR9-MyD88, CCF4 FRET ratio | inhibition, % at 4.98 µM | 340,000 tested, 0.21% active | AID 504734;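 active = inhibition above the mean over all tested compounds plus 3 SD, cut at about 21% in these data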;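 note: 0% = DMSO only wells and 100% = clavulanate BLA inhibitor control wells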
NCOA2 inhibitor: inhibits human steroid receptor coactivator 2 | 370,000 tested, 0.17% active | Q15596 | AID 651957 | HEK293 GAL4-SRC2 luciferase reporter, luminescence | inhibition, % at 9 µM;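 active = inhibition above the mean inhibition of all tested compounds plus 3 SD, set per campaign, cut at about 52% in these data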;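 note: 0% = DMSO treated cells and 100% = cells given Gossypol at 36 µM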
MC4R barr agon: agonists of human melanocortin 4 receptor (MC4R) beta-arrestin; 360,000 tested, 0.98% active; U2OS MC4R beta-arrestin complementation, luminescence; percent of melanotan II response, DMSO zero; activation, % at 8.9 µM; AID 540308;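 active = activation above a per-plate cutoff, the mean activation of sample wells on that plate plus 3 SD, cut at about 8% in these data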
H9c2 protect: modulators protecting cardiomyocytes from myocardial damage. H9c2 cardiomyocytes, H2O2 injury protection, ATPLite, 2 h. 360,000 tested, 0.63% active. protection from H2O2 cell death, % at 20 µM;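 active = compounds giving at least 50% protection of heart cells from peroxide-induced death in the single-dose screen, raw or plate-pattern-corrected value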;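 note: 0% = DMSO wells with peroxide and 100% = DMSO wells without peroxide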
ABHD5 PLIN5 PPI: blocks binding of human ABHD5 to perilipin-5; Q00G26+Q8WTS1; Split G. princeps luciferase complementation, luminescence, 4 h; inhibition, % at 4 µM; 360,000 tested, 0.78% active; AID 602281;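 active = inhibition above the mean inhibition across every tested compound plus 3 SD, cut at about 22% in these data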;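 note: 0% = DMSO only wells and the 100% control is not disclosed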
NOD2-RIPK2 inh: blocks binding of human NOD2 to RIPK2. CHO BLA complementation NOD2-RIPK2, CCF4 ratio. inhibition, % at 4.98 µM. 360,000 tested, 0.38% active. AID 624267; in the data active = inhibition above about 21%;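 note: 0% = vehicle only and 100% = reference blocker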
Glyco luc inh: N-linked glycosylation inhibition; D54 ERlucT glycosylation luciferase reporter, 24 h; percent of 100 nM tunicamycin response; reporter increase, % at 12.5 µM; 360,000 tested, 0.23% active; AID 588692;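 active = mean luciferase reporter signal, scaled so untreated is 0 and the glycosylation-blocking control 100, at or above a set limit in every replicate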;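 note: luciferase carries N-glycosylation sites so blocking glycosylation raises the light; 0% = median of neutral control wells and 100% = median of 100 nM tunicamycin wells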
ABCB6 inh MLPCN: blocks the human ABCB6 transporter | Q9NP58 | K562-ABCB6 porphyrin accumulation, flow cytometry, 1 h; active compounds read low | fluorescence ratio to DMSO, % at 10 µM | 360,000 tested, 0.19% active | AID 602162;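 active = fluorescence ratio to DMSO below 75%, the collection mean minus 3 SD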;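 note: signal is porphyrin accumulated inside mitochondria; 100% equals median channel fluorescence of DMSO control wells; lower ratio means ABCB6 inhibition with less porphyrin fluorescence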
Target sequence (Q9NP58 whole entry, looked up): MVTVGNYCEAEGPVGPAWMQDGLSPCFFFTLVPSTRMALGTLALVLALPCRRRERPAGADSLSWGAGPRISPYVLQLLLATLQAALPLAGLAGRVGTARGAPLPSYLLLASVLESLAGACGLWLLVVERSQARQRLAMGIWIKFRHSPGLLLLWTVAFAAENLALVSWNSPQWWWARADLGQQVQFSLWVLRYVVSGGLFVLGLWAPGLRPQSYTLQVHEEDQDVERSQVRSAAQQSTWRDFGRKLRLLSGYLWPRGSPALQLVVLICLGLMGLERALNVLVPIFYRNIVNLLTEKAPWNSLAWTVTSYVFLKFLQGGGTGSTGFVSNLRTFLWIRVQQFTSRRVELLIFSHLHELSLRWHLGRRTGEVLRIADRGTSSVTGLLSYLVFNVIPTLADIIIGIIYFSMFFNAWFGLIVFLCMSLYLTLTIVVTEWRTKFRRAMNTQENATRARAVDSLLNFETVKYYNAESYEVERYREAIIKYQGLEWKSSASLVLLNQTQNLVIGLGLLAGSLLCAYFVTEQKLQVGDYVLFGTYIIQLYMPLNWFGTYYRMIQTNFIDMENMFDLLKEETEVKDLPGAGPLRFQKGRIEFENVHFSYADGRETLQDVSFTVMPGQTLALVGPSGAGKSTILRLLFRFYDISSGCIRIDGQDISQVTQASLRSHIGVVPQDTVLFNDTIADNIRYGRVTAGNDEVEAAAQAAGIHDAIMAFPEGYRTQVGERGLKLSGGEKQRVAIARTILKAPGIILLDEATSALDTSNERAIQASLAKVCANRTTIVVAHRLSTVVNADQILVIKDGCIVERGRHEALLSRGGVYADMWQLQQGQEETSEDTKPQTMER
MC4R antag cAMP: human MC4R antagonism in cAMP assay. P32245. MC4R-expressing cells, MTII-stimulated cAMP, LANCE TR-FRET. inhibition, % at 6.5 µM. 360,000 tested, 0.48% active. AID 540295;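 active = inhibition above its plate's cutoff, the mean of tested wells on that plate plus 3 SD, cut at about 29% in these data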;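 note: 0% = Melanotan II alone and 100% = Melanotan II plus saturating MCL0020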
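Test system: U2OS cells stably expressing human melanocortin 4 receptor (MC4R); also added: Melanotan II challenge; compound: 6.5 µM single dose; timing: 30-min compound preincubation, 1-h Melanotan II challenge, 1-h detection, room temperature; signal: Eu-cAMP/anti-cAMP TR-FRET, emission 671 nm; repeats: one well per compound, no replicates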
Starred values were filed as active, the others as inactive; / = not tested or not shown. The list is partial (hit frequency here may not be typical).

structure	m5-HT2A agonist	TLR9-MyD88 inh	NCOA2 inhibitor	MC4R barr agon	H9c2 protect	ABHD5 PLIN5 PPI	NOD2-RIPK2 inh	Glyco luc inh	ABCB6 inh MLPCN	MC4R antag cAMP
O=c1[nH]cnc2cc(-c3ccccc3)sc12	0.9	-5.0	-68.0	0.0	-9.5	-6.4	-2.0	-0.7	103.0	6.3
CCc1nnc(NC(=O)CSc2nnc(-c3c[nH]c4ccccc34)n2C)s1	3.7	0.9	-36.2	1.6	23.8	-10.4	9.5	-1.6	100.0	14.9
CC[C@@H](NC(=O)Cn1cc(C)c(=O)[nH]c1=O)c1ccccc1	-3.4	-6.0	-21.6	-0.2	2.2	-3.6	-4.2	3.6	97.0	7.8
O=C(Nc1nccs1)c1cncc(Br)c1	-2.7	-6.8	-28.6	-1.6	0.8	2.3	-15.9	-1.1	97.0	-4.1
COc1ccc(N=C2C(=Nc3ccc(OC)cc3)N(c3ccc(OC)cc3)C(=S)N2c2ccccc2)cc1	16.0*	-5.0	-77.9	-2.2	2.0	-10.8	-8.9	-4.9	100.0	5.1
CC(C)c1ccc(S(=O)(=O)NC2CCCC2)cc1	2.9	10.8	-4.1	-1.8	-9.3	6.0	-10.1	-1.7	105.0	6.2
CN(NC(=O)c1ccccc1)c1ncc(C(F)(F)F)cc1Cl	-1.4	/	8.5	-0.4	2.9	1.6	2.9	1.0	103.0	3.1
O=C(N/N=C/c1cccs1)c1n[nH]c2c1CCC2	-3.0	4.1	-11.7	-2.1	-15.8	2.2	6.2	-8.2	94.0	-29.1
Cc1ccccc1-c1oc(C)c(C)[n+]1[O-]	8.4	5.8	2.6	3.2	1.0	5.1	3.4	2.2	103.0	-0.4
CC1(O)c2ccccc2C(=O)N1CCc1ccccc1F (centres undefined)	-8.3	-2.2	-71.7	-0.7	-1.2	-12.4	-1.4	-0.5	101.0	-1.5
c1ccc(C(NCCNC(c2ccccc2)c2ccccc2)c2ccccc2)cc1	10.9	-5.5	9.5	1.2	-17.6	-1.2	-3.4	-7.9	101.0	9.2
O=C(NCc1ccccc1)C(C1CC1)n1c(=O)c(-c2ccco2)nc2ccccc21 (centres undefined)	-1.8	/	-10.9	/	/	38.2*	-3.5	/	/	/
CCOc1ccc(N(CC(=O)Nc2cccc(F)c2)S(=O)(=O)c2c(C)noc2C)cc1	-6.8	2.0	-8.8	1.6	-5.3	-2.9	-2.6	0.8	94.0	4.0
O=S(=O)(c1ccccc1)N1CCN(C(=S)NCCc2ccccc2)CC1	1.8	2.7	9.5	2.0	-2.5	-2.4	-6.7	-1.9	98.0	1.1
COc1ccc(NC(=O)CN(C)C(=O)Cc2coc3cc(C)c(C)cc23)cc1	5.6	9.4	-4.9	-1.0	-8.7	-5.2	-5.7	1.1	89.0	0.2
Cc1ccc(C)n1Cc1ccccc1Cl	3.2	6.9	-16.2	-2.9	0.0	-0.7	5.0	5.0	95.0	3.6
CC(C)NCCOCCSc1ccc(Cl)cc1	2.9	-3.1	22.6	-0.8	0.1	-0.3	-1.9	0.7	92.0	6.1
COc1cccc(C2CCCN2Cc2nc(-c3cnccn3)no2)c1 (centres undefined)	-1.5	2.7	-16.4	-0.1	-1.1	-1.8	-9.6	0.1	100.0	-6.2
NC(=O)CSc1ncc(-c2ccc([N+](=O)[O-])cc2)[nH]1	3.6	-0.1	-40.1	-2.4	-1.3	-1.9	2.5	0.9	91.0	4.9
CN(CC(=O)O/N=C(\N)c1ccccn1)S(=O)(=O)c1ccccc1	-0.7	-1.8	-13.7	-1.9	10.9	0.8	4.0	-1.2	102.0	15.5
C=CCn1c(COc2ccccc2OC)nc2ccccc21	-5.0	0.9	-36.7	-0.5	-4.7	6.3	-2.8	-0.6	93.0	-3.3
O=C(O)CCCC(=O)Nc1cccc(C(F)(F)F)c1	3.0	4.8	12.5	-1.8	4.4	3.2	-0.1	2.7	86.0	-4.2
CCOC(=O)c1c(NC(=O)Cn2c(C)nc3ccccc32)sc2c1CCC2	1.1	-5.6	-6.5	-0.7	-6.6	3.9	3.8	1.0	91.0	16.8
C/C(Cl)=C/Cn1c(N2CCCC2)nc2c1c(=O)n(C)c(=O)n2C	3.7	-6.6	-8.4	-0.5	-1.7	-0.3	-1.3	0.3	96.0	-0.8
O=C(NC(Cc1ccccc1)C(=O)N1CCN(S(=O)(=O)c2ccccc2)CC1)c1ccccc1 (centres undefined)	-2.2	-15.2	11.4	2.1	6.1	-3.2	-7.2	0.8	95.0	-6.7
C[C@@H](O)CC#Cc1ccc2oc(=O)c(-n3cc(-c4ccsc4)nn3)cc2c1	2.2	5.9	-10.7	0.0	10.2	8.1	-9.0	0.4	99.0	8.7
O=C(c1cc(COc2ccc3c(c2)CCCC3)on1)N1CCCC1	-4.9	4.0	-76.4	-2.9	-4.4	0.6	-4.0	-3.6	97.0	-2.2
CCN(C(=O)c1ccc2c(c1)OCO2)C12CC3CC(CC(C3)C1)C2	-3.0	2.9	13.5	-1.6	3.4	-4.0	3.0	1.7	92.0	-1.3
CC(O)CN(C)CC/C=C1/c2ccccc2CSc2ccccc21 (centres undefined)	-5.2	2.2	-9.6	-0.8	5.2	1.5	-0.8	-4.1	104.0	2.3
CCOC(=O)C1CCN(C(=O)CC2C(=O)N(Cc3ccccc3)C(C)c3nc4ccccc4n32)CC1 (centres undefined)	1.6	-3.5	-6.2	4.2	2.3	-2.4	1.4	-1.6	91.0	2.2
CC1(c2ccc3ccccc3c2)NC(=O)N(CC(=O)NCC(C)(C)N2CCOCC2)C1=O (centres undefined)	-2.2	-9.0	7.3	-0.9	-3.0	-4.6	3.7	-0.2	90.0	-2.5
Cc1ccc2c(c1)c1c(c(=O)n(-c3ccccc3C)c(=O)n1CC(=O)NCC1CCCO1)n2C (centres undefined)	-1.4	-10.6	-5.6	-2.6	-1.5	2.2	-3.1	-1.5	101.0	7.3
CCS(=O)(=O)c1nc(S(=O)(=O)c2ccc(C)cc2)c(N2CCCC(C)C2)s1 (centres undefined)	-2.3	-14.7	15.3	-2.5	-10.4	5.5	1.8	-1.3	96.0	8.1
CN1C(C(=O)Nc2ccc(F)cc2F)=CC(c2cccs2)=NS1(=O)=O	-8.4	3.0	-5.1	0.4	1.7	-0.4	5.3	-1.2	103.0	4.3
CC(NC(=S)NC(=O)c1ccccc1)c1ccccc1 (centres undefined)	-3.3	5.3	4.5	-0.4	-7.9	6.1	2.5	0.7	101.0	15.4
N/C(=N\OC(=O)CC1CCCCC1)c1ccc([N+](=O)[O-])cc1	5.6	-5.4	-8.4	2.1	2.4	1.8	0.2	-0.5	100.0	1.0
CCOc1cc(OCC)cc(C(=O)Nc2cccnc2)c1	-3.9	0.7	-22.7	0.1	2.2	2.6	2.4	2.8	104.0	13.3
O=C(C1CCN(S(=O)(=O)c2cccc3nsnc23)CC1)N1CCc2ccccc21	0.5	4.2	-9.1	-0.5	3.3	5.1	-9.0	-0.4	89.0	5.0
Cc1c(CNC(=O)C2CC2)c(-n2cccc2)n(Cc2ccccc2)c1C	-4.9	-9.1	-0.1	-2.5	-8.7	-2.9	-6.9	-2.0	101.0	0.9
CC(C)C[C@H]1CNC(=O)C(=O)N1CC1CCN(CCC(C)c2ccccc2)CC1 (some centres undefined)	-7.6	/	-24.1	/	4.9	-1.0	6.7	-0.1	96.0	/
Cc1c(C)c([N+](=O)[O-])c(C)c(C)c1N	-2.5	-2.8	-12.8	-0.3	0.4	-3.6	-4.9	-1.1	86.0	-2.6
N#Cc1cccc(Oc2ccc(-c3cnc4ccccc4n3)cc2)c1C#N	-0.9	14.7	-2.6	-0.2	-6.1	3.9	9.0	-2.0	88.0	7.0
CS(=O)(=O)N(CC(=O)N1CCCCCC1)c1ccc2c(c1)OCCO2	-6.3	-0.6	0.1	1.4	3.7	1.5	-13.3	0.3	95.0	11.0
CC(Oc1ccc(Cl)cc1Cl)C(=O)OCC(=O)c1c(N)n(C)c(=O)n(C)c1=O (centres undefined)	-5.4	-11.1	-11.3	1.0	-3.4	3.9	-7.2	1.6	102.0	5.4
COCCn1c(=O)[nH]c2cc(C(=O)Nc3ccc(OC)c(Cl)c3)ccc2c1=O	-8.2	1.0	/	-1.1	0.7	4.5	-11.2	1.2	101.0	5.4
CCOc1ccc(CCNC(=O)c2cc3sccc3n2CC)cc1OCC	-4.4	-1.3	23.5	0.7	-1.1	5.5	-8.0	1.5	94.0	-0.8
O=C(Nn1cnnc1)c1ccc(Cl)c(Cl)c1	5.2	4.5	-10.3	-0.4	-0.4	0.3	-4.6	1.8	99.0	7.4
CCCCn1c(N)c(N(Cc2ccccc2OC)C(=O)COc2ccc(C)cc2)c(=O)[nH]c1=O	4.1	-1.5	11.3	-3.3	-1.7	0.4	-2.1	3.0	97.0	3.1
C/C(=N/NC(=O)c1ccc(-c2ccccc2)cc1)c1cccc(O)c1	-8.6	5.8	-7.8	-1.7	1.9	-3.7	-5.5	-2.8	95.0	5.0
